Bioassay records from PubChem.
Gli-Sufu block – antagonists of Gli-Sufu signaling | Sufu-KO-LIGHT fibroblasts, Gli luciferase reporter luminescence | inhibition, % at 5 µM | hit rate 0.74% among 340,000;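 active means inhibition above about 55%, limit read from the data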;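 further: 0% = DMSO-treated cells and 100% = wells with medium but no cells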
CCR6 antag – CCR6 (human) receptor antagonism | P51684 | CHO-K1 CCR6 PathHunter beta-arrestin, luminescence, CCL20-stimulated | inhibition, % at 20 µM | hit rate 0.49% among 340,000;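 active means compounds whose inhibition of the agonist-driven luminescence signal at 20 µM reaches about 50%, limit read from the data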;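 further: cells stimulated with CCL20 at 14 nM final; plate controls were DMSO with CCL20 for no effect and DMSO without agonist for full effect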
CXCR6 inh – CXCR6 (human) receptor inhibition. CHO-K1 PathHunter CXCR6 beta-arrestin, luminescence. inhibition, % at 20 µM. O00574. hit rate 0.36% among 360,000; in the data active means inhibition above about 34%, passing the limit was not always enough;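 further: antagonist mode with CXCL16 agonist at 10 nM final; 0% = 10 nM CXCL16 with DMSO and 100% = unstimulated wells without agonist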
Target sequence (O00574 whole entry, looked up): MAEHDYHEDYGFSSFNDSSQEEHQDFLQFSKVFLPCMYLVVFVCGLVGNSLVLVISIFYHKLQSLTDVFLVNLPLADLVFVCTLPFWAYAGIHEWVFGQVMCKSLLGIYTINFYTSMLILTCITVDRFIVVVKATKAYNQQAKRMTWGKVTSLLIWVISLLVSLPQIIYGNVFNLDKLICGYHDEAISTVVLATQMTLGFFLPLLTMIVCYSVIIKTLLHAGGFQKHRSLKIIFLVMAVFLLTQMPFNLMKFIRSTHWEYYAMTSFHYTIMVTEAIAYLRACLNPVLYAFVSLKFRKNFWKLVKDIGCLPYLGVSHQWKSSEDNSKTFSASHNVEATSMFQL
Jurkat NFkB inh – lowers PMA/ionomycin-induced NF-kB signal in Jurkat cells. PMA/ionomycin-induced NF-kB luciferase reporter, luminescence. inhibition, % at 4 µM. hit rate 0.53% among 330,000; in the data active means inhibition above about 50%
UBC13 inh – human UBC13 polyubiquitination inhibition; UBC13 polyubiquitin chain formation, TR-FRET; inhibition, % at 20 µM; hit rate 0.47% among 330,000; AID 485273; in the data active means inhibition above about 45%, passing the limit was not always enough
Target sequence (P61088 whole entry, looked up): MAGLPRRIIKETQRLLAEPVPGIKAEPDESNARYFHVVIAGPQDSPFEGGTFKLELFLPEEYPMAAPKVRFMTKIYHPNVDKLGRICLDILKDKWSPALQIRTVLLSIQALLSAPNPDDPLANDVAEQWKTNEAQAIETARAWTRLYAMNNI
697 NFkB inh – lowers PMA/ionomycin-induced NF-kB signal in 697 B cells; hit rate 0.33% among 330,000; AID 435022; 697 B-cell NF-kB luciferase reporter, 16 h; inhibition, % at 4 µM; in the data active means inhibition above about 35%
EBI2 antag – antagonists of human EBI2 receptor; P32249; EBI2 beta-arrestin recruitment, luminescence, 7a,25-OHC stimulated; inhibition, % at 5 µM; hit rate 0.81% among 360,000; AID 651636; in the data active means inhibition above about 38%;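 further: enzyme fragment complementation signal reports receptor beta-arrestin coupling in cells; 0% = agonist plus DMSO wells and 100% = wells without agonist; some results beyond the cut were filed as inactive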
APJ antagonist – antagonists of human APJ apelin receptor; P35414; CHO-K1 APJ beta-arrestin complementation, luminescence; inhibition, % at 20 µM; hit rate 0.32% among 330,000; AID 2521;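 active means inhibition above about 40% at 20 µM, limit read from the data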;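 further: cells challenged with 10 nM apelin-13 agonist together with compound; plate controls were apelin-13 plus DMSO wells for no effect and DMSO wells lacking apelin-13 for full effect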
Target sequence (P35414 whole entry, looked up): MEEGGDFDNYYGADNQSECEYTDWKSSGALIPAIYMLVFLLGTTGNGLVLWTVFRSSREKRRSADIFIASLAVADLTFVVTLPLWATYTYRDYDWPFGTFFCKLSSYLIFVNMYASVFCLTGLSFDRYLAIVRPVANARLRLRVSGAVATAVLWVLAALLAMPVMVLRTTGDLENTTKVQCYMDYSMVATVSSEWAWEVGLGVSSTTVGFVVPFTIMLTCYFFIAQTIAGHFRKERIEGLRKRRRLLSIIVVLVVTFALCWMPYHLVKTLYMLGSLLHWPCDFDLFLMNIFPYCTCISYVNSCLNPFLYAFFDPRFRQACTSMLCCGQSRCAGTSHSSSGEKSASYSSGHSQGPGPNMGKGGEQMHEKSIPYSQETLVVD
* hit, by the source's call; . = no result given.

1) O=C(NCCO)/C(=C\c1ccco1)NC(=O)c1cccs1
2) CC1=Nc2ccccc2N=C(NC(=O)CSc2nnnn2-c2ccccc2)C1c1ccccc1 (stereo unspecified)
3) Cc1ccc(NC2=CC(=O)CC(c3ccccc3)C2)cc1 (stereo unspecified)
4) O=C(OCC(=O)N1CCN(C(=O)c2ccco2)CC1)c1cn(-c2ccccc2)nc1-c1ccccc1
5) CC[C@]12c3[nH]c4cc(-c5ccco5)ccc4c3CCN1C(=O)[C@@H](CC(=O)NCC13CC4CC(CC(C4)C1)C3)C[C@@H]2C(=O)N1CCN(C(=O)c2ccco2)CC1
6) COc1ccc2[nH]c3c(c2c1)CCN1C(=O)N([C@@H](C)C(=O)NCCc2ccc(OC)c(OC)c2)C(=O)[C@]31C
7) CCC(C)NCCOCCOc1ccc(F)cc1 (stereo unspecified)
8) COc1ccc(CC(=O)Nc2c3c(nn2-c2cccc(C)c2C)CS(=O)(=O)C3)cc1
9) CCCN1CCN(C(=O)Cn2ncc3ccccc32)CC1
10) CN(C)C(=O)CCc1ccc2c3c([nH]c2c1)[C@]1(C)[C@@H](C(=O)N2CCCCC2)C[C@H](CC(=O)NCCC2=CCCCC2)C(=O)N1CC3
assay / compound | 1 | 2 | 3 | 4 | 5 | 6 | 7 | 8 | 9 | 10
Gli-Sufu block | -12 | -1 | -3 | -2 | 1 | -2 | 8 | -1 | -9 | 1
CCR6 antag | 1 | -1 | 6 | 12 | 19 | 13 | -5 | -3 | -11 | 20
CXCR6 inh | 0 | -5 | -6 | 9 | 5 | -3 | -6 | -2 | 2 | 6
Jurkat NFkB inh | 5 | 10 | 49 | -3 | . | 1 | 0 | 10 | -5 | .
UBC13 inh | -14 | -6 | 45* | 13 | . | 6 | -11 | 9 | -2 | .
697 NFkB inh | 13 | 12 | -55 | 5 | 0 | 16 | 13 | 18 | 7 | 6
EBI2 antag | -9 | -3 | 55* | -2 | 9 | 1 | 0 | -13 | -8 | 7
APJ antagonist | -2 | 19 | 2 | 12 | . | -14 | -28 | 10 | 2 | .

11) CC(C)COc1ccc(C2NC(=O)NC2=O)cc1 (stereo unspecified)
12) CC1(C2CC2)NC(=O)N(CC(=O)NCc2ccc(Cl)cc2Cl)C1=O (stereo unspecified)
13) CCN(c1ccccc1)S(=O)(=O)c1ccc(Cl)c(NC(=O)COC(=O)C2CC2C)c1 (stereo unspecified)
14) Cc1cc(C)n(C(=O)CCC(=O)NCc2ccccc2)n1
15) O=C(CNC(=O)c1ccco1)NCC(c1ccco1)N1CCCCC1 (stereo unspecified)
16) CCCC(=O)NCCCc1nc2ccccc2n1C
17) Clc1ccc(COc2cccc(CNCc3ccncc3)c2)cc1
18) O=C(Nc1ccc(Cl)cc1)C1=Cc2ccccc2OC1
19) CCCn1c(C)nnc1SCC(=O)NC1CCCCC1
20) CC(C)C(=O)N1CCN(c2ccccc2NC(=O)c2cccc(Cl)c2)CC1
assay / compound | 11 | 12 | 13 | 14 | 15 | 16 | 17 | 18 | 19 | 20
Gli-Sufu block | -3 | 2 | 4 | -3 | -1 | -2 | 31 | 9 | 6 | 4
CCR6 antag | -8 | 18 | 21 | 9 | -11 | -5 | 4 | 25 | -1 | -2
CXCR6 inh | 0 | 9 | 4 | 3 | -1 | -5 | -8 | -7 | -2 | 8
Jurkat NFkB inh | 9 | -9 | 13 | 6 | 1 | -8 | 21 | -124 | 4 | -1
UBC13 inh | 7 | 8 | -12 | 6 | 10 | 4 | 2 | 3 | 2 | 4
697 NFkB inh | 0 | 8 | -18 | 16 | 6 | 2 | -44 | -7 | -1 | -9
EBI2 antag | 3 | -7 | 5 | 0 | -9 | -5 | -2 | 18 | -14 | 12
APJ antagonist | 4 | -9 | -3 | 13 | 13 | 27 | -10 | 0 | 23 | 8

Ordered by heavy-atom count (rising): 7 of the compounds above.
11) CC(C)COc1ccc(C2NC(=O)NC2=O)cc1 (stereo unspecified)
16) CCCC(=O)NCCCc1nc2ccccc2n1C
19) CCCn1c(C)nnc1SCC(=O)NC1CCCCC1
14) Cc1cc(C)n(C(=O)CCC(=O)NCc2ccccc2)n1
12) CC1(C2CC2)NC(=O)N(CC(=O)NCc2ccc(Cl)cc2Cl)C1=O (stereo unspecified)
15) O=C(CNC(=O)c1ccco1)NCC(c1ccco1)N1CCCCC1 (stereo unspecified)
20) CC(C)C(=O)N1CCN(c2ccccc2NC(=O)c2cccc(Cl)c2)CC1
assay / compound | 11 | 16 | 19 | 14 | 12 | 15 | 20
Gli-Sufu block | -3 | -2 | 6 | -3 | 2 | -1 | 4
CCR6 antag | -8 | -5 | -1 | 9 | 18 | -11 | -2
CXCR6 inh | 0 | -5 | -2 | 3 | 9 | -1 | 8
Jurkat NFkB inh | 9 | -8 | 4 | 6 | -9 | 1 | -1
UBC13 inh | 7 | 4 | 2 | 6 | 8 | 10 | 4
697 NFkB inh | 0 | 2 | -1 | 16 | 8 | 6 | -9
EBI2 antag | 3 | -5 | -14 | 0 | -7 | -9 | 12
APJ antagonist | 4 | 27 | 23 | 13 | -9 | 13 | 8

More structures
21) Cc1ccccc1OCCCCN1CCCCC1
22) CCn1c(-c2ccoc2C)n[nH]c1=S
23) Cc1ccc2[nH]c(=O)c(CN(CCCN(C)C)C(=S)NCCc3ccccc3)cc2c1
24) O=[N+]([O-])c1cccc(-c2cc(C(F)(F)F)n3nc(-c4ccccc4)cc3n2)c1
25) O=C(NC1CCCCC1)C(c1cccnc1)N(C(=O)c1csnn1)C1CCCC1 (stereo unspecified)
26) OC1CCCN(c2c3c(nc4cc(-c5cccc(Cl)c5)nn24)CCC3)C1 (stereo unspecified)
27) Cc1ccc(C(=O)O)cc1-c1ccc(/C=C2\SC(=O)N(CC(=O)Nc3ccc4c(c3)OCO4)C2=O)o1
28) CC1(C)Cc2c(sc3nc4n(-c5ccccc5)cnn4c(=O)c23)CO1
29) CC(=O)c1ccc(N(C(=O)Cn2nnc(-c3ccccc3)n2)C(C(=O)NC2CCCCC2)c2ccccn2)cc1 (stereo unspecified)
30) C=C(Br)CN1[C@@H](Cc2ccccc2)[C@H](O)[C@@]23C=C[C@@H](C[C@@H]2S1(=O)=O)O3
assay / compound | 21 | 22 | 23 | 24 | 25 | 26 | 27 | 28 | 29 | 30
Gli-Sufu block | 24 | 3 | 12 | 5 | -2 | 14 | -17 | -4 | 0 | -14
CCR6 antag | -18 | -16 | 11 | 4 | 6 | -1 | 12 | 11 | -1 | 1
CXCR6 inh | 6 | -10 | -3 | -6 | -3 | 6 | 5 | -7 | 0 | 7
Jurkat NFkB inh | -1 | 3 | 5 | 4 | -14 | -26 | -12 | 12 | -2 | 13
UBC13 inh | 6 | 9 | 17 | 12 | 8 | -2 | -8 | -5 | -11 | 3
697 NFkB inh | 19 | 9 | 4 | -12 | 19 | -73 | -5 | 7 | -17 | 13
EBI2 antag | 3 | -9 | 1 | -1 | 1 | 27 | -14 | -12 | -13 | -6
APJ antagonist | 17 | -2 | 5 | -7 | 5 | -5 | -3 | 12 | 17 | 5

31) Cn1c(=O)c2c(nc(NCc3ccc4c(c3)OCO4)n2Cc2ccccc2Cl)n(C)c1=O
32) Cc1ccccc1C(=O)N1CCC(C(=O)OCc2ccccc2Cl)CC1
33) CC1CC(C)CN(C(=O)c2nn(C)c3c2CSc2ccccc2-3)C1 (stereo unspecified)
34) Cc1ccc(-c2nnn(CC(=O)N3CCN(c4nc5ccccc5s4)CC3)n2)cc1
35) Cc1noc(C)c1CSCC(=O)Nc1nc2ccc(Oc3ccccc3)cc2s1
36) CN(C)CCCNC(=O)/C(=C\c1ccc(-c2cccc([N+](=O)[O-])c2)o1)NC(=O)c1ccccc1
37) CCCC[n+]1ccn(-c2nc3ccccc3nc2[N-]S(=O)(=O)c2ccc(C)cc2)c1
38) COc1ccc(S(=O)(=O)NNC(=O)Nc2ccc(C)cc2C)c(OC)c1
39) CCOCCCNC(=O)C(NC(=O)c1ccccc1O)c1ccc(Cl)cc1 (stereo unspecified)
40) CC(=O)Nc1ccc(OCC(O)CN2CCCCC2C)cc1 (stereo unspecified)
assay / compound | 31 | 32 | 33 | 34 | 35 | 36 | 37 | 38 | 39 | 40
Gli-Sufu block | 18 | 0 | 7 | 25 | -3 | 2 | 42 | -2 | 21 | -5
CCR6 antag | 21 | 1 | 5 | -1 | 13 | 1 | 4 | -4 | 5 | -4
CXCR6 inh | -7 | -1 | 4 | -3 | -4 | -6 | 6 | 1 | -7 | -6
Jurkat NFkB inh | -2 | -8 | -10 | 9 | -13 | -6 | 0 | -7 | 10 | 13
UBC13 inh | -1 | -9 | 7 | 0 | -1 | 29 | 9 | 1 | 12 | 7
697 NFkB inh | -23 | 0 | 17 | 31 | -16 | -13 | 16 | -24 | 3 | -6
EBI2 antag | 0 | -9 | 16 | -9 | 1 | -21 | 1 | -9 | -3 | -5
APJ antagonist | -4 | 17 | -3 | 9 | -3 | 3 | -1 | 14 | 0 | -2

41) COc1cccc(NC(=O)CN2C(=O)NC(C)(CCC(C)C)C2=O)c1 (stereo unspecified)
42) CC(C)(C)C(=O)Nc1ccccc1C(=O)OCC(=O)c1ccc2c(c1)OCCO2
43) CC(C)[C@H](NC(=O)N1CC(=O)Nc2ccccc21)C(=O)N[C@@H](C(=O)O)c1ccccc1
44) Cc1ccc(OCCCCN2CCc3ccccc3C2)cc1
45) CC(/C=N/NC(=O)c1cc(-c2ccncc2)nc2ccccc12)=C\c1ccco1
46) Cc1cc(C)cc(N(CC(=O)NCc2ccc3c(c2)OCO3)C(=O)CCC(=O)Nc2ccccn2)c1
47) CC(C)(C)NC(=O)CN(C(=O)CCC(=O)Nc1nccs1)c1ccc(F)c(Cl)c1
48) C[C@H](C[C@H](O)[C@H]1OC1(C)C)C1=C2C[C@H](O)C3[C@@]4(C)CCC(=O)C(C)(C)C4CC[C@]3(C)[C@@]2(C)CC1 (stereo partly specified)
49) Cc1n[nH]c(=S)n(/N=C/c2ccccn2)c1=O
50) CC(=O)C1=C(C)NC(=O)NC1c1cccc([N+](=O)[O-])c1O (stereo unspecified)
assay / compound | 41 | 42 | 43 | 44 | 45 | 46 | 47 | 48 | 49 | 50
Gli-Sufu block | 3 | 8 | 21 | 12 | 50 | 3 | 35 | 46 | -14 | 0
CCR6 antag | -9 | 16 | 17 | 14 | 23 | 11 | 5 | -7 | -10 | 17
CXCR6 inh | 1 | -3 | 3 | -13 | 8 | 7 | 10 | -18 | -10 | 4
Jurkat NFkB inh | -10 | -10 | -4 | 1 | -21 | -9 | -27 | 4 | 1 | 2
UBC13 inh | -2 | 4 | 10 | 6 | -22 | -1 | 10 | 8 | -7 | -14
697 NFkB inh | -6 | -43 | 10 | -8 | -7 | 5 | 2 | -9 | 1 | -31
EBI2 antag | 7 | 13 | -1 | -2 | 6 | 4 | 6 | 1 | -2 | -7
APJ antagonist | 12 | -9 | 10 | 11 | -1 | 19 | 13 | -5 | -11 | 10

51) COc1ccc(C)cc1NC(=S)NC12CN3CN(CN(C3)C1)C2
52) CCN(CC)C(=O)c1c2c(nc3ccccc13)-c1ccccc1CC2
53) COC(C[C@H](O)[C@H](C)[C@@H](O)COCc1ccccc1)OC
54) O=S(=O)(NCc1ccccn1)C(F)(F)F
55) Cc1cccc(OCCSc2nc(N)cc(N)n2)c1
assay / compound | 51 | 52 | 53 | 54 | 55
Gli-Sufu block | . | 2 | -18 | -14 | -24
CCR6 antag | . | -6 | 11 | 2 | 2
CXCR6 inh | . | 2 | -6 | -6 | -12
Jurkat NFkB inh | 2 | -17 | 7 | 17 | -30
UBC13 inh | 9 | -4 | 6 | -10 | -8
697 NFkB inh | -5 | -10 | 2 | 16 | -29
EBI2 antag | . | 0 | 4 | -1 | -8
APJ antagonist | 6 | -5 | 6 | -41 | 8
